Compound activity deposited in PubChem by Johns Hopkins Ion Channel Center.
KCNK9 inh – blocks the human KCNK9 two-pore domain potassium channel; HEK293 KCNK9, FluxOR thallium flux fluorescence; active compounds read low; B-score at 10 µM; 310,000 compounds, 1.2% hits; AID 488922;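 active means ratio B-score over 3 SD below the library mean, with starting fluorescence within 5 SD of its mean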;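 further: negative B-score means less thallium flux so channel inhibition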
Target sequence (Q9NPC2 whole entry, looked up, the tested form may be a part): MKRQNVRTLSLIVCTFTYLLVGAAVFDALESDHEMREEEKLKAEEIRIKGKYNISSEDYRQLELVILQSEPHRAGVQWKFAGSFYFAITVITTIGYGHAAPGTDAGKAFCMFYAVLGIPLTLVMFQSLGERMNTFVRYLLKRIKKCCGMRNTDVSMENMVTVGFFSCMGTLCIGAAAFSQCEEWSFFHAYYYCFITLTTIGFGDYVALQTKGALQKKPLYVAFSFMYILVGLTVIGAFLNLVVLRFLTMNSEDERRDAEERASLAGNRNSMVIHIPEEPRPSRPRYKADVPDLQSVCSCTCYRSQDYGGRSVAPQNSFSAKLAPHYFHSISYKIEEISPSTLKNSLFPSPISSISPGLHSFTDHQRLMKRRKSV
ANO1 block – inhibitors of mouse TMEM16A calcium-activated chloride channel; HEK293 TMEM16A/YFP iodide influx fluorescence, ionomycin; AID 588511; 310,000 compounds, 1.2% hits; Q8BHY3; normalized B-score (activity score, 25-100; higher = stronger inhibition) at 10 µM;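 active means ratio plate-corrected score three or more library SD toward inhibition, starting fluorescence score within five deviations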;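 further: score derived from kinetic fluorescence span divided by baseline fluorescence per well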
hERG protect – hERG (human) protection from proarrhythmic block. Q12809. CHO-hERG, FluxOR thallium flux, dofetilide IC70 present. activation (rescue from dofetilide block), less the hit threshold, % at 10 µM. 310,000 compounds, 0.51% hits. AID 1511;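 active means activation above the mean of controls blocked by dofetilide plus 5 SD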;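 further: thallium influx through hERG after potassium depolarization seen as dye fluorescence rise; in these data hits start at about 4.7%; inactives centre near -7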
TMEM16A act – mouse TMEM16A channel activation, primary screen | HEK293 TMEM16A/YFP-H148Q/I152L, iodide quench fluorescence; active compounds read low | B-score at 10 µM | 340,000 compounds, 0.3% hits;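 active means fluorescence-ratio B-score plate-corrected deviation score at least 3 library SD below zero, with starting fluorescence score within 5 deviations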;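 further: channel opened by trigger with iodide after compound preincubation; score built on the fluorescence ratio of max minus min over baseline; more negative score means more quench and so TMEM16A activation or potentiation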
RGS4 block – human RGS4 inhibition | 310,000 compounds, 0.45% hits | P49798 | HEK293 M3R/RGS4 inducible, Fluo-4 calcium flux; active compounds read high; triggered by carbachol at its EC20 | B-score at 10 µM | AID 463165;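 active means B-score, a plate-corrected calcium signal, over three deviations above library mean, with baseline fluorescence within five deviations of library mean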;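 further: RGS4 expression induced by doxycycline in cells with stable M3 receptor; B-score is computed from the integrated fluorescence ratio over baseline after carbachol; higher B-score means a larger calcium signal and so more RGS4 inhibition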
Target sequence (P49798 whole entry, looked up): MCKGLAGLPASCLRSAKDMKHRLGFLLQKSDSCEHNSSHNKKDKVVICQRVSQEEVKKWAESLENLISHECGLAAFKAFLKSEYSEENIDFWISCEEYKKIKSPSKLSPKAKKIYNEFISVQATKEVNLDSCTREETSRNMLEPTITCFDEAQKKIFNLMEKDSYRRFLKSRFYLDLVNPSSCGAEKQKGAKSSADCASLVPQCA
MrgX1 ag – human MrgX1 receptor agonism, primary screen | Q96LB2 | AID 588627 | 310,000 compounds, 0.44% hits | MrgX1-HEK293 cells, Fluo-4 calcium fluorescence, agonist mode; active compounds read high | B-score at 10 µM;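 active means calcium response B-score plate-corrected fluorescence ratio at least 3 library SD, with starting fluorescence B-score inside 5 SD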
Target sequence (Q96LB2 whole entry, looked up): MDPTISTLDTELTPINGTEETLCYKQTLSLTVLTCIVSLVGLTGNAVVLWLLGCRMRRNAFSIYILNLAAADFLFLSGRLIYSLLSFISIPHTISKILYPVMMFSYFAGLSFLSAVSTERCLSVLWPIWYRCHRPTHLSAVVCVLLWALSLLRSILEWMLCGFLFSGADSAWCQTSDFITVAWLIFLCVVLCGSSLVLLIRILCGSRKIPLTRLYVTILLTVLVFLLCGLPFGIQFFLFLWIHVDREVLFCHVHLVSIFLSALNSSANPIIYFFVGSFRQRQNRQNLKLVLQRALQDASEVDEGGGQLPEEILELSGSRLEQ
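Material: MrgX1-expressing HEK293 cells; input: 15,000 cells per well; doses: test compound given as first of three sequential additions; schedule: overnight plating before 1 h dye loading; technique: Fluo-4 NW calcium-flux fluorescence, kinetic read; evaluation: baseline-normalised fluorescence change ratio, B-scored; control set: plate-wise positive and negative controls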
KCNQ1 pot – human KCNQ1 channel potentiation or activation | CHO-K1 KCNQ1, thallium flux FluxOR fluorescence; active compounds read high | P51787 | B-score at 10 µM | 310,000 compounds, 0.35% hits;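 active means fluorescence ratio B-score, a plate-corrected score, at least three library SD, with initial intensity B-score within 5 SD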
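Medium – assay buffer, equal DMSO in all wells · Material – CHO-K1 cell line with stable KCNQ1 potassium channel expression · Signal – kinetic FluxOR thallium fluorescence, 10-s 1-Hz baseline, 110-s post-stimulus read · Compound – single concentration per compound, DMSO matched to controls · Schedule – 37 °C overnight plating, 90-min dark dye load, 20-min compound pretreatment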
KCNQ1 block – inhibitors of human KCNQ1 potassium channel | B-score at 10 µM | P51787 | 310,000 compounds, 1.3% hits | AID 2642 | CHO-K1 KCNQ1, FluxOR thallium flux fluorescence; active compounds read high;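 active means compounds whose thallium flux B-score, printed positive for inhibition, exceeds three library SD while starting fluorescence stays within three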;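 further: channel opened by potassium depolarization with thallium stimulus after 20 min compound exposure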
MrgX1 allo act – allosterically activates human MrgX1 receptor signaling. B-score at 10 µM. Q96LB2. MrgX1-HEK293, Fluo-4 calcium flux, FDSS; active compounds read high. 310,000 compounds, 0.63% hits;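 active means plate-corrected calcium response at least 3 library SD above typical, normal starting fluorescence, not activating the receptor alone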;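 further: compound read alongside a low EC10 to EC30 dose of BAM8-22 agonist; peak minus trough fluorescence over baseline measured at the second addition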
RGS4 act – potentiators or activators of RGS4; 310,000 compounds, 0.92% hits; B-score at 10 µM; HEK293 M3R/inducible RGS4, carbachol calcium flux Fluo4; active compounds read low;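 active means B-score of the integrated calcium signal more than 4 SD below the library mean, with starting fluorescence not abnormally high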;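 further: negative B-score means reduced calcium response which marks RGS4 activation or potentiation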
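Test system: HEK293 cells with stable M3R and inducible RGS4; also added: carbachol at ECmax as muscarinic agonist stimulus; schedule: dye loading 30 min 37 °C, buffer rest 30 min RT; technique: kinetic calcium fluorescence imaging with Fluo4-AM dye, 2 µM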
KCNK3 inh – human KCNK3 channel inhibition, primary screen | O14649 | CHO-KCNK3 thallium flux, FluxOR fluorescence; active compounds read low | B-score at 10 µM | 340,000 compounds, 0.84% hits;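 active means B-score under library mean minus 4 SD, starting fluorescence ratio at most library mean plus 5 SD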;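 further: more negative B-score means stronger inhibition of thallium flux through KCNK3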
Active calls of the source: *; i = inactive; x = no result given.

SMILES	KCNK9 inh	ANO1 block	hERG protect	TMEM16A act	RGS4 block	MrgX1 ag	KCNQ1 pot	KCNQ1 block	MrgX1 allo act	RGS4 act	KCNK3 inh
COC(=O)CN1C(c2ccccc2O)Nc2ccc(Br)cc2C1c1ccccc1 (configuration not stated)	-6.6*	i	-10	i	i	i	i	8*	i	i	i
CCNC(=S)NNC(=O)c1csc2c1CCC(C)C2 (configuration not stated)	i	i	-6	x	i	i	i	i	i	i	i
COc1ccc(C(=O)c2c3ccc([N+](=O)[O-])cc3[n+]([O-])n2CCCC(N)=O)cc1	i	i	-8	i	i	i	i	i	i	i	i
CN(CCC#N)C(=O)CSc1nnc(-c2ccco2)n1N	i	i	-10	i	i	i	i	i	i	i	i
Nc1nc(-c2c(Cl)cccc2Cl)no1	i	i	5.7*	i	i	i	i	i	i	i	i
COC(=O)c1ccc(OCC(O)Cn2nnc3ccccc32)cc1 (configuration not stated)	i	i	-12	i	i	i	i	i	i	i	i
CC(=O)c1cccc(NC(=O)Cn2cc3c(n2)CCCC3)c1	i	i	-6	i	i	i	i	i	i	i	i
O=C(NC(Cc1c[nH]c2ccccc12)C(=O)OCC(=O)c1cccc2ccccc12)c1cccs1 (configuration not stated)	i	i	-13	i	i	i	i	i	i	i	i
O=C(CSc1nnc2c(n1)[nH]c1ccccc12)NCc1ccccc1F	i	i	-2	i	i	i	i	i	i	i	i
Cc1nnc(NC(=O)CSc2nnc(Cc3cccn3C)n2CCc2ccccc2)s1	i	i	-11	i	i	i	i	i	i	i	i
Cn1c(=O)[nH]c(=O)c2c1nc(Br)n2C/C=N/NC(N)=S	i	i	-2	x	i	i	i	i	i	i	x
CCc1nc(CNC(=O)C2CCC(=O)N(Cc3ccccc3F)C2)no1 (configuration not stated)	i	x	-14	i	i	x	i	i	x	i	i

As a short view, part of the list above.
SMILES	KCNK9 inh	ANO1 block	hERG protect	TMEM16A act	RGS4 block	MrgX1 ag	KCNQ1 pot	KCNQ1 block	MrgX1 allo act	RGS4 act	KCNK3 inh
Cc1nnc(NC(=O)CSc2nnc(Cc3cccn3C)n2CCc2ccccc2)s1	i	i	-11	i	i	i	i	i	i	i	i
Cn1c(=O)[nH]c(=O)c2c1nc(Br)n2C/C=N/NC(N)=S	i	i	-2	x	i	i	i	i	i	i	x

Following part.
SMILES	KCNK9 inh	ANO1 block	hERG protect	TMEM16A act	RGS4 block	MrgX1 ag	KCNQ1 pot	KCNQ1 block	MrgX1 allo act	RGS4 act	KCNK3 inh
O=C(N/N=C/c1ccc(O)cc1)c1csc2c1CCCC2	i	i	-17	i	i	i	i	i	i	i	i
CCCOc1ccccc1NC(=O)c1ccc([N+](=O)[O-])cc1	i	i	-3	i	i	i	i	i	i	i	i
O=C(CCc1nc2ccccc2[nH]1)Nc1ccc2c(c1)OCO2	i	i	-10	i	i	i	i	i	i	i	i
Cc1cc([N+](=O)[O-])cc2c1NC(=O)C2(O)N1CCCCCC1 (configuration not stated)	i	i	-2	i	i	i	i	i	i	i	i
O=C(COC(=O)c1ccccc1Br)Nc1ccc2[nH]c(=O)[nH]c2c1	i	i	-11	i	i	i	i	i	i	i	i
CCCCN(CC)S(=O)(=O)c1ccc(C(=O)N(CCCN(C)C)c2nc3cc(C)cc(C)c3s2)cc1	i	i	-36	i	i	i	i	i	i	-8.1*	i
CCOC(=O)C1CCN(C(=O)CNS(=O)(=O)c2ccc(Br)s2)CC1	i	i	-10	i	i	i	i	i	i	i	i
CCN(C(=O)COC(=O)CNC(=O)c1ccc2ccccc2c1)C1CCS(=O)(=O)C1 (configuration not stated)	i	i	-5	i	i	i	i	i	i	i	i
COc1ccc(OC)c(C(=O)NC(CC(N)=O)c2ccc(NCc3ccc(F)c(F)c3)c([N+](=O)[O-])c2)c1 (configuration not stated)	i	i	-10	i	i	i	i	i	i	i	i
CC1CCc2c(C(=O)Oc3cccc(-n4cnnn4)c3)csc2C1 (configuration not stated)	i	i	-12	i	i	i	i	i	i	i	i
C=CCn1c(N)c(C(=O)Nc2ccc(C)c(C)c2)c2nc3ccccc3nc21	i	i	-14	i	i	i	i	i	i	i	i
O=C(Nc1ccccc1N1CCCCC1)c1cccc(F)c1	i	i	-11	i	i	i	i	i	i	i	i
COc1ccc(S(=O)(=O)N2CCC(C(N)=O)CC2)cc1C(=O)N1CCCCCC1	i	i	-13	i	i	i	i	i	i	i	i
O=C(NNC(=O)c1cccs1)c1ccc2ccccc2c1	i	i	-8	i	i	i	i	i	i	i	i
Cc1cccc(-n2ccc(=O)c(C(=O)Nc3ccc(S(=O)(=O)Nc4onc(C)c4C)cc3)n2)c1	i	i	-13	i	4.7*	i	i	i	i	i	i
O=C(COC(=O)CC(c1ccccc1)c1ccccc1)Nc1cccc(F)c1	i	i	-13	i	i	i	i	i	i	i	i
CCc1ccc(-c2cc(C)no2)cc1S(=O)(=O)N1CCN(c2ccccc2)CC1	i	i	-11	i	i	i	i	6*	i	i	i
Cc1ccccc1N(C)S(=O)(=O)c1ccc2[nH]cc(C(=O)NCC3CCCO3)c(=O)c2c1 (configuration not stated)	x	i	x	i	x	i	x	x	i	x	i
Cn1cnc(S(=O)(=O)Nc2ccc(OC(F)(F)F)cc2)c1	i	i	-21	i	i	i	i	i	i	i	i
CCOc1cc(N2CCOCC2)c(OCC)cc1NC(=O)c1nc2nc(C)cc(C)n2n1	i	i	-29	i	i	i	i	i	i	i	i
CC(C)Oc1ccc(C(CCNCc2ccc(O)cc2)c2ccccc2)cc1 (configuration not stated)	i	i	-21	i	i	i	i	i	i	i	i
COc1cc([N+](=O)[O-])ccc1N	i	i	-7	i	i	i	i	i	i	i	i
CCOC(=O)c1nnn(CC(=O)Nc2cc(F)ccc2F)c1C(=O)OCC	i	i	-5	i	i	i	i	i	i	i	i
O=C(O)c1ccc(NCCC2=CCCCC2)c([N+](=O)[O-])c1	i	i	-11	i	i	i	i	i	i	i	i
OCc1cn(-c2ccccc2)nc1-c1cccnc1	i	i	-8	i	i	i	i	i	i	i	i
O=C1CCc2cc(S(=O)(=O)Nc3ccccc3)cc3c2N1CCC3	i	i	-13	i	i	i	i	i	i	i	i
COc1ccccc1NC(=O)C1CCCN1S(=O)(=O)c1cccc2nsnc12 (configuration not stated)	i	i	-5	i	i	i	i	i	i	i	i
CC1=NN(c2ccc(C)cc2)C(=O)/C1=C/c1ccc(-c2cc([N+](=O)[O-])ccc2O)o1	i	x	-3	i	i	x	i	i	x	i	i
CCn1c(SCC(=O)N/N=C/c2cc(OC)c(O)c(OC)c2)nc2ccccc21	i	i	-26	i	i	i	i	i	i	i	i
CC(=O)NCCc1nc2cc(NC(=O)c3cccc([N+](=O)[O-])c3)ccc2n1C	i	i	-11	i	i	i	i	i	i	i	i
O=C(COc1ccccc1CNCc1ccccc1)Nc1ccccc1	i	i	-12	i	i	i	i	i	i	i	i
O=C(NCCc1cccc(F)c1)C1CCC(=O)N(C2CCCCCC2)C1 (configuration not stated)	i	x	-11	i	i	x	i	i	x	i	i
CCOC(=O)Cc1csc(NC(=O)c2cccc([N+](=O)[O-])c2)n1	i	i	-4	i	i	i	i	i	i	i	i
Cc1cccc(-n2ncc3c2CCCC3NC(=O)CN2CCOC2=O)c1C (configuration not stated)	i	i	-2	i	i	i	i	i	i	i	i
CC1CC(C)CN(CCCNC(=O)c2ccc(N3CCCC3=O)cc2)C1 (configuration not stated)	i	i	-6	i	i	i	i	i	i	i	i
COc1ccc(C(=O)N2CCCC2)cc1S(=O)(=O)N1CCOCC1	i	i	-1	i	i	i	i	i	i	i	i
Cc1ccc(CNC(=O)COC(=O)Cn2nc(C)c([N+](=O)[O-])c2C)cc1	i	i	-13	i	i	i	i	i	i	i	i
CC(=O)OCC(=O)N1N=C(c2ccc3ccccc3c2)CC1c1ccccc1 (configuration not stated)	i	i	-2	i	i	i	i	i	i	i	i
Cc1[nH]n(-c2ccccc2)c(=O)c1/C=N/NC(=O)c1cccc([N+](=O)[O-])c1	x	i	x	i	x	i	x	x	i	x	i
CC(C)CNC(=O)NC(=O)COC(=O)c1cc([N+](=O)[O-])ccc1NCc1ccccc1Cl	i	i	-15	x	i	i	i	i	i	i	x
NS(=O)(=O)c1ccc(CCn2c(=S)[nH]c3ccccc3c2=O)cc1	i	i	-17	i	i	i	i	i	i	i	i
C[C@@H]1CN(C2CCN(Cc3nc(C(c4ccccc4)c4ccccc4)no3)CC2)C[C@H](C)O1	i	i	-1	i	i	i	i	i	i	i	i
Cc1ccc(C(C)C)c(OCCNC(=O)c2ccccc2O)c1	i	i	-5	i	i	i	i	i	i	i	i
CCNC(=S)Nc1c(C)n(C)n(-c2ccccc2)c1=O	i	i	1	i	i	i	i	i	i	i	i
CCOc1ccc(-c2c(C(=O)N/N=C/c3ccc(C)cc3)nnn2-c2nonc2N)cc1	i	i	-5	i	i	i	i	i	i	i	i
O=C(COc1ccc([N+](=O)[O-])cc1)Nc1cccc(C(=O)Nc2ccccc2C(=O)O)c1	i	i	-14	i	i	i	i	i	i	i	i
CCOC(=O)c1c(NC(=O)COC(=O)c2c(C)noc2C)sc2c1CCC2	i	i	-4	i	i	i	i	i	i	i	i
CC/C=C\[C@H](O)[C@H](O)C1=C(C)C(=O)[C@]2(O1)C(=O)N[C@@](OC)(C(=O)c1ccccc1)C2O (some centres not stated)	i	i	-6	i	i	i	i	i	i	i	i
Cc1ccc(/C=N/NC(=O)CNC(=O)c2cccs2)cc1	i	i	-10	i	i	i	i	i	i	i	i
N#Cc1ccccc1Cn1cc(/C=C/[N+](=O)[O-])c2ccccc21	i	i	-9	i	36*	i	i	i	i	i	i
COc1ccc(NC(=O)CCCCCN2C(=O)c3cccc([N+](=O)[O-])c3C2=O)c(OC)c1	i	i	1	i	i	i	i	i	i	i	i
O=C(O)C1CC=CCC1C(=O)N1CC=C(c2ccccc2)CC1 (configuration not stated)	i	i	-7	i	i	i	i	i	i	i	i
CCNC(=O)CC1C(=O)N(c2ccc(C)cc2)C(=O)N1CCC(C)C (configuration not stated)	i	i	-3	i	i	i	i	i	i	i	i
